Bioassay records: PubChem, National Center for Advancing Translational Sciences (NCATS)
BLM helicase inh – qHTS Assay for Inhibitors of Bloom's syndrome helicase (BLM); recombinant BLM DNA unwinding, fluorescence dequenching; 350,000 tested, 0.2% active; RecQ-like DNA helicase BLM (Homo sapiens), P54132; Potency, µM (series often up to 56.1 µM), for inactives: at the highest dose activity change, negative = inhibition, usual class: inhibitors; AID 2528, 2010;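 note: plate controls were vehicle for no effect and no enzyme for full effect; nearly all actives have a fitted effect of over 35% in size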
Pin1 inh – qHTS Assay to Find Inhibitors of Pin1. Peptidyl-prolyl cis-trans isomerase NIMA-interacting 1 (Homo sapiens), Q13526. Pin1 FP peptide displacement, HiFluor488, 10 min. Potency, µM (doses to about 115 µM), for the others: at the top dose activity, negative = inhibition, most hits filed as inhibitors. 390,000 tested, 0.009% active; active = well fitted inhibition curve with a large enough effect in the polarisation, with a control signal flat, not every such curve was filed as active; inconclusive = small, poorly fitted or top-dose-only effect, or effect the other way, or a change in a side signal; inactive = no such curve, though single readings can be large or run the other way; the % refers to the polarisation; note: % is set by controls: 0 for no effect and ±100 for the full control effect
Target sequence (Q13526 whole entry, looked up): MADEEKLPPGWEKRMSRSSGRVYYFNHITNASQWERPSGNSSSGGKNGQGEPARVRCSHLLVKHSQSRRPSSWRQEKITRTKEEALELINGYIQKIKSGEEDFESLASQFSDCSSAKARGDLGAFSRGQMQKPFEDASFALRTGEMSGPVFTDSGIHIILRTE
BAZ2B inh – qHTS Assay for Inhibitors of BAZ2B | Bromodomain adjacent to zinc finger domain protein 2B (Homo sapiens), Q9UIF8 | AlphaScreen BAZ2B-H3K14Ac peptide displacement | Potency, µM (highest dose often 114 µM), inactives show at the top dose activity change, negative = inhibition, most hits filed as inhibitors | 360,000 tested, 4.4% active; note: % is set by controls: 0 for no effect and ±100 for the full control effect; nearly all actives have a fitted effect of over 60% in size
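Compounds, titrated to a top concentration of 110 uM, were incubated 30 min at room temperature with preformed BAZ2B/acetyl-K14 H3 peptide complex (50 nM each). Proximity signal was measured by AlphaScreen after 20 min with beads.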
JMJD2A Tudor – qHTS Assay for Inhibitors of JMJD2A-Tudor Domain. AlphaScreen JMJD2A-Tudor / H3K4me3 peptide binding. Potency, µM (doses to about 114 µM), inactives show top-dose activity change, negative = inhibition, usual class: inhibitors. 390,000 tested, 4.4% active. AID 504339, 2011; note: % is set by controls: 0 for no effect and ±100 for the full control effect; nearly all actives have a fitted effect of over 50% in size
HP1b chromo inh – HTS for Inhibitors of HP1-beta Chromodomain Interactions with Methylated Histone Tails; Chromobox protein homolog 1 (Homo sapiens), P83916; AlphaScreen HP1-beta / biotin-H3K9me3 peptide binding; Potency, µM (titrated, usually from 114 µM), inactives show top-dose activity change, negative = inhibition, most hits filed as inhibitors; 390,000 tested, 0.56% active; note: nearly all actives have a fitted effect of over 70% in size; inactives centre near 23
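AlphaScreen: HP1-beta (50 nM) preformed 30 min with biotin-H3(1-18)K9me3 peptide (50 nM) in PBS pH 7.4, 0.01% Tween-20. Compound added for 30 min at RT, then streptavidin donor/nickel chelate acceptor beads (10 ug/mL) for 30 min.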
PGK inhibitor – qHTS Assay to Find Inhibitors of Phosphoglycerate Kinase | 380,000 tested, 0.043% active | AID 602233, 2012 | Phosphoglycerate kinase, glycosomal (Trypanosoma brucei brucei), P07378 | Potency, µM (top dose mostly 57.5 µM), without a hit: at the top dose activity change, negative = inhibition, actives largely listed as inhibitors | PGK/GAPDH coupled, Kinase-Glo luminescence, 60 min; note: % is set by controls: 0 for no effect and ±100 for the full control effect; nearly all actives have a fitted effect of over 60% in size
Target sequence (P07378 whole entry, looked up): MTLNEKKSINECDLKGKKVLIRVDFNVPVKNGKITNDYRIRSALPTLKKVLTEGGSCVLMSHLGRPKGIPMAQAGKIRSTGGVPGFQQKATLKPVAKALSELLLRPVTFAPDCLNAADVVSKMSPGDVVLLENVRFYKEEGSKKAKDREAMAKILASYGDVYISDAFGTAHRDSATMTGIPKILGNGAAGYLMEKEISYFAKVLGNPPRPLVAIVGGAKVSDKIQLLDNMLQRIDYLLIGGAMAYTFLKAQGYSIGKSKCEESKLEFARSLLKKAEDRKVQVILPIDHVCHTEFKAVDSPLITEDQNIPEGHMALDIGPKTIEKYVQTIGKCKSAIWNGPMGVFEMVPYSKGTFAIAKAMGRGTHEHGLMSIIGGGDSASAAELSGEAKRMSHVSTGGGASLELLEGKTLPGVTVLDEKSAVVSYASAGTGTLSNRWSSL
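Luminescent ATP detection (Kinase-Glo Plus) follows a 60-minute room-temperature incubation, with wells lacking PGK as controls. Buffer: 100 mM TEA (pH 7.6), 5 mM MgCl2, 0.01% Tween-20. Coupling enzyme GAPDH (100 nM final) supplies unstable 1,3-BPG in-well.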
GLS inh – qHTS for Inhibitors of Glutaminase (GLS). Glutaminase kidney isoform, mitochondrial (Homo sapiens), O94925. GLS enzymatic activity, qHTS titration. Potency, µM (doses to about 45.5 µM), for inactives: at the top dose activity change, negative = inhibition, actives largely listed as inhibitors. 410,000 tested, 0.21% active; note: % is set by controls: 0 for no effect and ±100 for the full control effect
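hKGA in 45 mM KH2PO4 (pH 8.2), 0.02% Tween-20 with compound, then 1mM L-Glutamine (stock as added) plus glutamate oxidase/HRP/Amplex red coupling mix. Fluorescence read initially and after 30 min at RT; signal change reflects glutamate formation.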
Pol iota inh – qHTS for Inhibitors of Polymerase Iota; Pol iota fluorescent replication assay, 10 min; Potency, µM (highest dose often 115 µM), inactives show at the top dose activity, negative = inhibition, most hits filed as inhibitors; 390,000 tested, 1% active
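Pol iota at 10 nM preincubated 15 min with compounds at room temperature; reaction started with fluorescent substrate, 50 nM final. Fluorescence read kinetically at 0 and 10 min; buffer-only wells as negative control.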
G9a block – qHTS Assay for Inhibitors of Histone Lysine Methyltransferase G9a | AID 504332, 2011 | Histone-lysine N-methyltransferase EHMT2 (Homo sapiens), Q96KQ7 | Potency, µM (series often up to 102 µM), without a hit: top-dose activity, negative = inhibition, hits mostly inhibitors | 350,000 tested, 8.8% active | G9a H3K9 monomethylation, AlphaScreen, 2 h; note: % is set by controls: 0 for no effect and ±100 for the full control effect; nearly all actives have a fitted effect of over 75% in size
Target sequence (Q96KQ7 913-1193 limits assumed): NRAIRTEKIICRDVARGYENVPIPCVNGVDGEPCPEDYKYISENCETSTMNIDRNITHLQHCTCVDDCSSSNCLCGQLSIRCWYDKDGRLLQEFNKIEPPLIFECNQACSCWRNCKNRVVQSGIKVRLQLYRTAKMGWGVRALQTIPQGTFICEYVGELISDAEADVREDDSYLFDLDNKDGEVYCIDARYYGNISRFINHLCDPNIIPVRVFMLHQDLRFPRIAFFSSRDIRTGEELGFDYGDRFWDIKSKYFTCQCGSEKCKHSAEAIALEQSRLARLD
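Using a bead-based AlphaScreen, monomethylated H3K9 product from 2 h room-temperature reactions (G9a 20 nM, peptide 500 nM, SAM 20 uM) was detected with 0.5 ug/mL rabbit anti-H3K9me1 antibody.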
The depositor's hits bear a star; i = inactive; ? = inconclusive; · = not tested or not shown; & = joins results of further samples; [ ] = dose if it differs, or a comment. Unless noted, calls come from the whole dose curve; as a rule, active = well fitted curve in the direction sought with a large enough effect; inconclusive = small, poorly fitted or top-dose-only effect, or another doubt; inactive = no such curve, though single readings can be large; an effect the other way counts as inactive or inconclusive. Potency is the fitted concentration of half-maximal effect. Some of the compounds tested, so the mix of outcomes need not match the whole.

BLM helicase inh	SMILES	Pin1 inh	BAZ2B inh	JMJD2A Tudor	HP1b chromo inh	PGK inhibitor	GLS inh	Pol iota inh	G9a block
·	CCOC(=O)C1=CN(Cc2cccc(F)c2)S(=O)(=O)N(CC)C1c1cccc(OC)c1 (stereo not given)	3%	·	-5%	34%	-8%	-1%	18%	·
4%	CC1(C)CC(NC(=O)c2ccc3c(c2)OCO3)CC(C)(C)N1	-2%	4%	0%	29%	-3%	-4%	2%	·
·	CC1(c2ccc(OC(F)F)cc2)NC(=O)N(CC(=O)N2CCN(C(=O)c3ccco3)CC2)C1=O (stereo not given)	0%	?	-16%	9%	-5%	-3%	-8%	?
-8%	COc1ccc(N(CC(=O)Nc2cccc(N(C)S(C)(=O)=O)c2)S(=O)(=O)c2ccc(C)cc2)cc1	13%	0%	-30%	-2%	0%	1%	14%	·
·	Cc1cc(NC(=O)CSc2[nH]c(=O)cc(C(F)(F)F)c2C#N)no1	-1%	5%	6%	34%	0%	-5%	4%	-1%[12.7 µM]
·	COc1ccc(C(CNC(=O)c2ccc(Cl)c(NC(=O)c3cccs3)c2)N2CCCC2)cc1 (stereo not given)	0%	-4%	-23%	21%	-3%	2%	20%	?
1%	Cc1oc(C(N)=O)nc1-c1ccccc1	-3%	0%	-6%	18%	i	-11%	29%	24%
0%	CCOCCCNC(=O)Cn1cc2c(n1)-c1c(oc(C(=O)N3CCCC3)c1C)CC2	0%	-15%	-2%	34%	-5%&-2%	-6%&-2%	53%[activator]	-31%[59 µM]
0%	Cc1ccc(Cn2nc(C)c(NC(=O)C3(C)CC3(Br)Br)c2C)cc1 (stereo not given)	-10%	-4%	-14%	21%	i	9%	11%	-9%[59 µM]
2%	COc1cccc(/C(O)=C2/C(=O)C(=O)N(c3ccccn3)C2c2ccc(OC)c(OC)c2)c1 (stereo not given)	?	-33%	-7%	34%	3%	29%	15%	?
-7%	CCCC(=O)C1=C(O)C(C(=O)OC)C(C)(C)CC1=NCCc1ccccc1 (stereo not given)	-2%	4%	10%	27%	-6%	7%	17%	14%
-4%	NC(=S)NC1CC2CC1C1C=CCC21 (stereo not given)	6%	-5%	-7%	28%	i	-11%	-18%[58.9 µM]	·
-3%	CCN(CC)c1ccc(Nc2nc(N3CCOCC3)c3ccccc3n2)cc1	4%	18µM*	18µM*	-88%	4%	38%[activator]	?	2.2µM*
-23%&-20%	CCOC(=O)C1CCN(c2cc3c(cc2NC(=O)c2ccc(OC)c(OC)c2)n(C)c(=O)n3C)CC1	0%&1%	?	-13%	50%&4%[activator]	2%&5%	-5%&-1%	30%&6%[activator]	-9%[59 µM]
3%	O=C(CN1CCOCC1)NN=C(c1ccccc1)c1ccccc1	1%	-2%	1%[57.1 µM]	18%	-4%	4%	166%[activator]	-1%
-3%	CN(Cc1nccs1)C(=O)c1ccc(OC2CCN(CCc3ccccc3)CC2)cc1	0%	-13%	-24%	-4%	-2%	7%	23%	·
·	CCN(c1ccccc1)S(=O)(=O)c1ccc(Cl)c(NC(=O)c2ccc(=O)[nH]n2)c1	41%[activator]	-21%	-9%	15%	16%	3%	-8%	49%[activator][12.7 µM]
-2%	COc1ccc(NC(=O)CN(C)C(=O)C(CCSC)NC(=O)c2ccccc2)cc1 (stereo not given)	-8%	-3%	-22%	-3%	-6%	11%	49%[activator]	12%
·	C#CCOCCOCCOCCNc1nc(N2CCN(C(=O)CCCCCCCCCCNC(=O)[C@H](CCCCN)n3cc(CCCC(=O)O)nn3)CC2)nc(N2CCN(C(=O)CCCCCCCCCCNC(=O)[C@@H]([C@H](C)O)n3cc(C)nn3)CC2)n1	-6%	-31%	?	-6%	-4%	-1%	31%[activator]	2%[2.33 µM]
-21%	COc1ccc(OC)c(N2CC(O)=C(c3nc4ccccc4s3)C2=N)c1	?	11%	?	30%	3%	2%	12%	-11%[59 µM]
4%	COc1ccccc1CNC(=O)COC(=O)/C=C/c1cccs1	11%	9%	5%	31%	-3%	0%	59%[activator]	23%[59 µM]
-2%	Cc1ccc(NC(=O)Cn2c(=O)c(C(F)(F)F)nc3ccccc32)c(C)c1	-10%	-11%	-8%	5%	i	1%	28%	7%[59 µM]
7%	CCC(=O)/C=C1/Sc2ccccc2N1CC	8%	-9%	?	-14%	-2%	23%	11%	8.9µM*
-3%	COc1ccc(CCNC(=O)c2ccc3c(c2)N(Cc2ccc(F)cc2)CCS3)c(OC)c1	20%	-27%	-31%	39%	-1%	-4%	32%[activator]	6%
-3%	C=CCn1cn[nH]c1=S	-3%	?	?	43%[activator]	7%	-10%	131%[activator]	13µM*
-5%	Cc1ccc(NC(=S)N2CCCC(CO)C2)c(C)c1 (stereo not given)	1%	-1%	-6%	13%[57 µM]	-7%	-19%	50%[activator]	4%
-13%	Cc1cccc(CN(CC(=O)N/N=C/c2cccs2)S(=O)(=O)c2ccc(Cl)cc2)c1	0%	4%[57.1 µM]	-29%	1%	-2%	1%	5%	23%
1%	Cn1cc(S(=O)(=O)N2CCCC2)cc1C(=O)NCc1ccccc1	-7%	6%	-17%	23%	-2%	2%	5%	·
3%	CCOC(=O)C(CC(C)C)CP(=O)(O)CNC(=O)OCc1ccccc1 (stereo not given)	-4%	-29%	-22%	12%	2%	11%	23%	?
-2%	O=C(CCC(=O)N1CCN(Cc2ccc(F)cc2)CC1)Nc1nnc(C2CCCCC2)s1	-2%	-36%	-28%	17%	-10%	-3%	25%	-23%
2%	CCOc1cc(C)c(Cl)cc1S(=O)(=O)n1nnc2ccccc21	-3%	-4%	4%	15%	-13%	·	36%[activator]	-6%[59 µM]
1%	COc1cccc(NC(=O)CC(C)S(=O)(=O)c2ccc3c(c2)NC(=O)CO3)c1 (stereo not given)	5%	-2%	-17%	29%	7%	1%	9%	-6%[59 µM]
·	O=C(CNC(=O)c1sc2ccccc2c1Cl)NCc1ccc(F)cc1	1%	9%	-14%	7%	8%	5%	-7%	-12%
4%	COc1ccc2oc(=O)cc(CN3CCN(C(=O)c4ccccc4F)CC3)c2c1	-1%	-2%	-18%	?	-6%	0%	-13%	-4%[59 µM]
-10%	Cc1ccc(NC(=O)c2ccccc2F)cc1S(=O)(=O)N1CCCCCC1	?	-2%	-30%	4%	6%	3%	55%[activator]	5%
-5%&-2%	Cc1ccc(-n2c(SCC(N)=O)nc3c(oc4ccccc43)c2=O)cc1	-5%&1%	23%&2%	-8%&2%	51%&32%[activator]	-7%&-2%	0%&-3%	-6%&21%	-41%
0%	O=C(O)C1CC(=O)N(CCOc2ccccc2)C1 (stereo not given)	1%	5%	-3%	9%	-3%	13%	-4%	0%[59 µM]
-5%	CCCC(C)C(=O)Nc1nc(C)c(-c2csc(Nc3cc(Cl)ccc3C)n2)s1 (stereo not given)	19%	?	?	5%	-20%	5%	?	?
3%	O=C1NC(=S)N/C1=C/c1cccc2ccccc12	12%	2%	-21%	25%	i	-2%	12%	-3%
-5%	Cc1ccc(C(=O)Nc2sc3c(c2C(=O)NCc2ccco2)CCCC3)cc1	-4%	1%	8%	46%[activator]	-10%	-2%	7%	36%[59 µM]
-29%	Cc1ccc2nc3c(cc(S(=O)(=O)c4ccccc4)c(=N)n3Cc3ccco3)c(=O)n2c1	?	?	-10%	38%	-7%	11%	-9%	-10%
-2%	CCN1C(=O)c2ccc(C(=O)Nc3ccc(O)cc3C)cc2C1=O	8%	?	-5%	42%[activator]	4%	37%[activator]	-9%	·
-3%	Cc1onc(-c2ccccc2)c1C(=O)Nc1nnc(N(C)Cc2ccccc2)s1	23%	-4%	-21%	61%[activator]	i	0%	7%	-1%
-7%	CC(C)(C)C(=O)Nc1cc(S(=O)(=O)Nc2ccc(Cl)cc2)ccc1Cl	10%	-2%	-11%	38%	-7%	2%	26%	-44%[59 µM]
-8%	COc1ccc(OC)c(/C=c2\sc3nc(-c4cccs4)nn3c2=O)c1	?	-4%	-17%	10%	-5%	4%	21%	11µM*
·	COc1ccc(-c2nc3c(s2)CCc2onc(-c4ccc(Br)cc4)c2-3)cc1	-2%	·	-15%	28%	9%	3%	4%	·
0%	CCOc1ccc(NC(=S)N2CCCC2)cc1	1%	-8%	-10%	39%[activator]	0%	28%	37%[activator]	21%
